# Assay outcomes deposited in PubChem BioAssay by National Center for Advancing Translational Sciences (NCATS).
# HCV inh: inhibitors of hepatitis C virus infection | Huh7.5.1 HCVcc-Cre infection, luciferase reporter, 44 h | Potency, µM (top dose mostly 41.8 µM), for inactives: top-dose activity change, negative = inhibition, usual class: inhibitors | hit rate 3.4% among 340,000 | AID 651820; further: potency means the concentration at half of the fitted maximal effect
#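 HCVcc-Cre virus at an moi near 0.5 was added right after compound to cells cultured 4 h from seeding (1,000 cells/well). Luciferase activity was determined 44 h later, 15 min after substrate addition at RT.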
# AmpC inh detg: blocks E. coli AmpC beta-lactamase in detergent assay; P00811; AmpC hydrolysis of nitrocefin, absorbance 480 nm, 0.01% Triton; Potency, µM (series often up to 114 µM), for the others: at the top dose activity change, negative = inhibition, usual class: inhibitors; hit rate 0.041% among 370,000;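 further: potency means the concentration at half of the fitted maximal effect; 0% = no-compound wells and -100% = no-enzyme wells; nearly all actives have a fitted effect of over 25% in size; some results filed as inactive show a strong effect at the top dose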
# Target sequence (P00811 whole entry, looked up): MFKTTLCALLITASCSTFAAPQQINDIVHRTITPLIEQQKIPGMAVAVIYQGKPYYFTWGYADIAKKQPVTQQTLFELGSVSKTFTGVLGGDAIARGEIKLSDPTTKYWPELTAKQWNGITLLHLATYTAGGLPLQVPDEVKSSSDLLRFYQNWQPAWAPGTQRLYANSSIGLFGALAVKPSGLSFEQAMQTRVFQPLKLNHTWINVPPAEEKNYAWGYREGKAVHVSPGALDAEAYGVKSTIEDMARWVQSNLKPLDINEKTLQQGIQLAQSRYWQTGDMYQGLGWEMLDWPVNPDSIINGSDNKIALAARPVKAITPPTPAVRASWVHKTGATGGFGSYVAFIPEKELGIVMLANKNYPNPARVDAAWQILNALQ
#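 20 mM phosphate pH 7.0 + 0.01% (detergent screen) or 0.0001% Triton X-100; 5.3 nM AmpC reagent; cpd preinc 15 min RT; nitrocefin (800 uM stock) to start; A480 q20 s × 4 min; Activity was normalised to no-enzyme and no-compound control wells.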
# AMA1 RON2 block: AMA1-RON2 (P. falciparum) interaction inhibition | AlphaScreen AMA1-biotinylated RON2 peptide binding | Potency, µM (top dose mostly 58.2 µM), for the others: at the top dose activity change, negative = inhibition, hits mostly inhibitors | hit rate 0.2% among 360,000;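 further: potency means the concentration at half of the fitted maximal effect; 0% = vehicle wells and -100% = peptide control; nearly all actives have a fitted effect of over 45% in size; some results filed as inactive show a strong effect at the top dose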
#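 AMA1 (3D7) with his tag at 25 nM final met compounds first, then biotinylated RON2 peptide at 25 nM; detection used donor plus acceptor beads, 10 µg/mL apiece, read by AlphaScreen after 30 min at room temperature.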
# Sm TGR block: blocks Schistosoma mansoni thioredoxin glutathione reductase; Q962Y6; hit rate 3% among 360,000; purified TGR, DTNB reduction, TNB absorbance 405 nm; Potency, µM (doses to about 114 µM), inactives show at the top dose activity change, negative = inhibition, usual class: inhibitors; further: potency means the concentration at half of the fitted maximal effect; nearly all actives have a fitted effect of over 60% in size
#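 Kinetic colorimetric format: TGR-catalysed, NADPH-driven DTNB reduction monitored via TNB absorbance. Enzyme dispensed at 20 nM; compound exposure 15 min at room temperature before reaction start.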
# Giardia FBPA inh: inhibitors of Giardia lamblia fructose-1,6-bisphosphate aldolase; AID 2451; A8B2U2; hit rate 0.71% among 290,000; purified Giardia FBPA; Potency, µM (series often up to 59.6 µM), inactives show top-dose activity, negative = inhibition, hits mostly inhibitors; further: potency means the concentration at half of the fitted maximal effect; nearly all actives have a fitted effect of over 55% in size
# Target sequence (A8B2U2 whole entry, looked up): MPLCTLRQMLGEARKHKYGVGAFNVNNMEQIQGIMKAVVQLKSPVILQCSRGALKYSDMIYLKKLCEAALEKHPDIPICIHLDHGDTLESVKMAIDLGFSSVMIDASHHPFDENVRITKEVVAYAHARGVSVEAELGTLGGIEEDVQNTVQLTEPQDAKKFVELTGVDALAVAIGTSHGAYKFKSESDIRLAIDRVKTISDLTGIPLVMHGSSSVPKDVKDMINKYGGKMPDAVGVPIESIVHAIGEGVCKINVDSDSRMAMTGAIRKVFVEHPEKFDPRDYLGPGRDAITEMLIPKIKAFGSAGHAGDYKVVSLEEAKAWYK
#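 Giardia FBPA (40 nM reagent) was preincubated 10 min at RT with compound (up to 57.5 uM final), then substrate plus GAPDH/TPI/NAD/arsenate coupling system with diaphorase/resazurin was added; resorufin fluorescence (525/598 nm) was read after 20 min.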
# HCMV inh: inhibitors of human cytomegalovirus. HFF cells, HCMV-luciferase reporter, 72 h; active compounds read low. activity change, negative = inhibition, % at 57.5 µM. hit rate 4.5% among 410,000. AID 1259415; in the data active means activity change below about -60%; inconclusive means no clear call, values can overlap the other calls; inactive means above about -39%
#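 Steps: HFFs plated, 16 h 37C; compounds added; HCMV-luciferase added to MOI 1 PFU/cell; 72 h 37C; OneGlo reagent, 5 min room temperature; luminescence read, normalized to controls.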
# * = called active by the depositor; ? = inconclusive; · = no result given; & = joins results of further samples; [ ] = another dose, or the depositor's remark. Unless noted, the call rests on the fitted dose curve; in most records, active means well fitted curve in the direction sought with a large enough effect; inconclusive means small, poorly fitted or top-dose-only effect, or another doubt; inactive means no such curve, though single readings can be large; an effect the other way counts as inactive or inconclusive. Unless noted, on the % scale 0 is the no-effect control and ±100 the full control effect.
SMILES,HCV inh,AmpC inh detg,AMA1 RON2 block,Sm TGR block,Giardia FBPA inh,HCMV inh
CC(OC(=O)CC1CCCCC1)C(=O)Nc1ccc(S(N)(=O)=O)cc1 (stereo not given),-11%,-14%,20%,-8%,·,-27
CCCn1c(SCC(=O)NC)nnc1C(C)C,10%,?,-27%,2%,0%,-9
O=C(C1CC1)N1N=C(c2ccncc2)CC1(O)C(F)(F)F (stereo not given),-26%,-5%,19%,·,0%,-11
COc1ccc(Oc2ccc(C(F)(F)F)cc2NC(=O)CC(CC(=O)O)c2ccccc2)cc1 (stereo not given),20%,-11%,-2%,2%,6%,-24
c1ccc2c(c1)CC1(CCCCC1)n1nnnc1-2,-8%,-14%,?,1%,-2%,?
COC(=O)c1cc2n3ccccc3c(C)c(-c3ccccc3)c-2c1C(=O)OC,?,?,-14%,-37%,-1%,9
Cc1cc(C=O)c(C)n1C1CC1,32%[activator],-16%,1%,7%,1%,-34
CCc1ccc(NC(=O)C(=O)NCC2CCCN2S(=O)(=O)c2ccccc2)cc1 (stereo not given),?,-11%,-9%,-1%,·,-34
N#CC1=C(N)n2c(s/c(=C\c3cccs3)c2=O)=C(C#N)C1c1cccs1 (stereo not given),0.5µM*,-6%,-4%,-33%,-19%,27
O=C(Cn1ccc(NC(=O)OCc2ccccc2)nc1=O)NCc1ccc2[nH]ccc2c1,-1%,-2%,13%,-3%,·,1
Fc1ccc(-c2cc(-c3ccccc3)c3c(n2)-c2ccccc2OC3)cc1,·,2%,·,-1%,·,-2
N#Cc1cccc(NC(=O)COC(=O)c2cccc(N3C(=O)c4ccccc4C3=O)c2)c1,12%,2%,8%[2.32 µM],10%,2%,-39
O=c1c2ccccc2c(/C=N/c2n[nH]c(CCCO)n2)c(O)n1-c1ccccc1Cl,-13%,1%,6%,15%,0%,7
Cc1ccccc1-n1nc(CO)c(C(=O)NCc2cccs2)n1,·,-9%,·,0%,·,-40
COc1cc(NC(=O)Cn2nnc(-c3ccc(C(F)(F)F)cc3)n2)c(C(=O)O)cc1OC,·,1%,·,8%,·,34
Cn1c(/C(C#N)=C(\O)c2ccc([N+](=O)[O-])cc2)nc2ccccc21,-18%,-10%,26%,-3%,-6%,2
CCOc1ncccc1C(=O)NCC1COc2ccccc2O1 (stereo not given),-8%,-13%,10%,-13%,0%,-14
CCOc1ccc(NC(=O)CN(C)S(=O)(=O)c2ccc3c(c2)CCC(=O)N3)cc1,-11%,4%,-6%,11%,-3%,-13
COc1ccc(NC(=O)CN2C(=O)NC(C)(C3CC3)C2=O)c(OC)c1 (stereo not given),4%,-4%,11%,-1%,·,22
O=C(CCl)N=c1sccn1Cc1cccc2ccccc12,3.5µM*,-2%,-8%,25µM*,-1%,-100*
Cn1c(SCc2cccc3ccccc23)nnc1-c1ccco1,1%,1%,0%,?,-5%,-37
CC1CC(C)CN(c2ccc(NS(=O)(=O)c3ccccc3)cc2C(=O)O)C1 (stereo not given),15%,-4%,-12%,1%,·,-1
COC(=O)C1=C(C)N(c2cccc(Cl)c2)C(=O)C1,8%,4%,-2%,-36%,-4%,27
CCOC(=O)N1CCN(C(=O)c2ccc3ccccc3c2)CC1,14%,1%,-10%,-1%,11%,-24
Cc1cc(Nc2cccc(Cl)c2)nc(N2CCOCC2)n1,?,-2%,7%,-15%,1%,60
COc1ccc(CNc2cccc3[nH]c(C(F)(F)F)nc23)cc1,3.2µM*,4%,49%[activator],32µM*,-27%,-28
CCOC(=O)C1=C(c2ccccc2)NC(SCC(=O)Nc2ccccc2C)=C(C#N)C1c1ccco1 (stereo not given),?,-6%,10%,-21%,-5%,-31
Cc1noc(C)c1COC(=O)c1cc2c(C)nn(-c3ccc(F)cc3)c2s1,-3%,-13%,8%,5%,3%,23
CCOc1ccc(CCNC(=O)CS(=O)Cc2nc(-c3ccc(C)cc3)oc2C)cc1 (stereo not given),?,-4%,5%,22µM*,·,-13
C=CCOc1ccc(/C=C/C(=O)OCC(=O)NCCc2ccccc2)cc1,32%[activator],?,9%,2%,·,-10
COc1ccc2[nH]cc(S(=O)(=O)c3ccc(C)c(C)c3)c(=O)c2c1,·,-13%,·,6%,·,3
Cc1ccc(-n2ncc3c(=O)n(CC(=O)NC4CCCCC4)cnc32)cc1,8%,?,-6%,3%,0%,-4
c1ccc(COn2nnc3ccccc32)c(COn2nnc3ccccc32)c1,?,-12%,1%,4%,?,-31
COc1ccc(C(=O)N2CC(=O)Nc3ccc(F)cc3C2c2ccccc2)cc1 (stereo not given),-9%,2%,16%,5%,11%,37
O=C(NCC(c1cccs1)N1CCOCC1)c1cn(-c2ccccc2)nc1-c1ccc(F)cc1 (stereo not given),?,?,0%,-3%,·,?
O=C1CC(c2ccc(F)cc2)CC(O)=C1C1NCCc2ccccc21 (stereo not given),4%,-8%,0%,-27%,6%,9
Cc1cc(C)n(/C(=C/N(C)C)C(=O)c2ccccc2)n1,8%,-8%,0%,10%,-3%,-3
CN(C)c1ccc(/C=C/C=C2/SC(=S)N(c3ccccc3)C2=O)cc1,7%,-1%,2.5µM*,-34%,-9%,-36
CC(=O)C1(O)CCC2C3CCC4=C(Cl)C(=O)CCC4(C)C3CCC21C (stereo not given),-25%,·,-4%,·,·,-36
Cc1cc(C(C)(C)C)oc1C(=O)N(CC(=O)NC1CCCC1)Cc1ccccc1Cl,?,6%,-6%,-2%,-2%,-28
O=C(O)COc1ccccc1,4%,-2%,-2%,35%,·,-11
CC1CC(C)(C)n2c(O)c(N=NC(N)=S)c3cccc1c32 (stereo not given),?,0%,27%,7%,-20%,-23
Cc1ccc(CCNC(=O)C2CCN(C(=O)N(C)C)CC2)cc1,11%,?,-1%,0%,1%,6
Cc1ccc(/C=N/NC(=O)CN2CCN(Cc3ccccc3Cl)CC2)o1,-7%,-9%,4%,-24%,1%,-34
COc1ccc(Cl)cc1-n1c(=S)sc2c(=O)[nH]c(SCC(=O)NCCC(C)C)nc21,11%,2%,3%,-10%,3%,81
Cc1c(N=Cc2c(O)n(C)c(=O)[nH]c2=O)c(=O)n(-c2ccccc2)n1C,-3%,-4%,3%,7%,3%,35
COc1ccccc1OCCC(=O)NCc1ccc2c(c1)OCO2,8%,1%,1%,-6%,-1%,36
COc1ccccc1NC(=O)CN(Cc1ccco1)C(=O)c1ccc(Cl)nc1,-7%,2%,9%,?,-1%,-20
CC1CCCC(=NNC(=O)C2COc3ccccc3O2)C1 (stereo not given),?,·,-12%,·,·,7
CCN(CC)C(=O)c1ccc2c(c1)C1C=CCC1C(C(=O)O)N2 (stereo not given),-17%,-5%,13µM*,0.45µM*,?,-23
COc1ccc(NC(=O)CN(C)C(=O)CCCNC(=O)c2ccc(Cl)cc2)cc1,2%,-14%,17%,0%,·,-16
Cc1oc(-c2ccccc2F)nc1Cn1c(SCc2ccccc2F)nc2ccncc21,·,20%,·,-12%,·,7
Cc1cccc(N(C)C(CNS(=O)(=O)c2ccccc2)c2ccccc2)c1 (stereo not given),·,-1%,·,1%,·,-11
CCOc1ccc(-c2cc(C)n3nc(C(N)=O)cc3n2)cc1,10%,2%,2%,-24%,-1%,-21
COC(=O)N/N=C/c1ccccc1Cl,3%,?,0%,6%,-2%,-75*
Cc1ccc(NC(=O)c2ccc(-n3cccn3)c([N+](=O)[O-])c2)cc1C,?,3%,-13%,11µM*,-23%,121
CCC(C)NC(=O)C(NS(=O)(=O)c1cccc2nsnc12)c1ccccc1 (stereo not given),16%,-1%,12%,5%,2%,7
Cc1cccc(Nc2nnc(SCC(=O)c3ccc(O)cc3O)s2)c1,-17%,-9%,3%,-22%,-20%,-8
CCCc1nc(SCC(=O)O)c2sc(=S)n(-c3ccccc3)c2n1,-3%,-3%,-3%,-22%,16%,-4
COc1cc(-n2c(C)nc3cc(C(=O)NCc4ccco4)ccc32)cc(OC)c1OC,?,-12%,-6%,1%,2%,17

# Later entries
SMILES,HCV inh,AmpC inh detg,AMA1 RON2 block,Sm TGR block,Giardia FBPA inh,HCMV inh
CCN1CCN(S(=O)(=O)c2ccc(F)c(C(=O)Nc3c(F)cc(F)cc3Br)c2)CC1,15%,-16%,3%,6%,-12%,?
COC(=O)c1cc(=O)n(CCc2ccc(OC)c(OC)c2)c(=Nc2ccc(F)c(Cl)c2)s1,?,-21%,1%,-24%,-8%,-12
CCSc1nnc(-c2ccccc2N)c(=O)[nH]1,17%,-10%,13%,10%,-2%,97
Cc1c(CCC(=O)O)c(=O)oc2cc(OCc3ccccc3Br)ccc12,17%,-5%,-10%,-18%,14%,13
O=C(NS(=O)(=O)c1ccccc1)c1cccc(Br)c1,6%,-13%,-8%,1%,·,31
Cc1cc(C)nc(SCc2ccc(F)cc2)n1,8%,2%,14%,-1%,1%,-24
COc1ccccc1CNS(=O)(=O)c1ccc2[nH]c3c(c2c1)CCCCC3,·,-2%,·,-14%,·,3
O=C(NNC(=S)NCC1CCCO1)c1cccc(S(=O)(=O)N2CCOCC2)c1 (stereo not given),28%,-17%,47%[activator],-13%,0%,-36
COc1ccc(CNC(=O)C(Cc2ccccc2)n2cccc2)cc1 (stereo not given),-4%,2%,-1%,9%,1%,0
CCCn1c(SCC(=O)c2cc(C)n(-c3ccc4c(c3)OCO4)c2C)n[nH]c1=O,?,-7%,-27%,-17%,-22%,-26
Cc1cccc(C(=O)C2CCOC(C)(C)C2)c1 (stereo not given),14%,5%,-6%,14%,4%,3
CCN(CC)CCOc1ccc2nc(N(C)C)sc2c1,11%,-5%,-7%,-15%,-16%,22
CCCCN(C1CCS(=O)(=O)C1)S(=O)(=O)c1cccs1 (stereo not given),14%,?,19%,3%,·,-7
Cc1cc(C)n2nc(CNS(=O)(=O)c3ccc(C)c(C)c3)nc2n1,4%,-7%&20%,4%,0%&-2%,-1%,23&5

# In the list so far, these contain an aryl thioether with sulfur outside any ring:
SMILES,HCV inh,AmpC inh detg,AMA1 RON2 block,Sm TGR block,Giardia FBPA inh,HCMV inh
CCCn1c(SCC(=O)NC)nnc1C(C)C,10%,?,-27%,2%,0%,-9
Cn1c(SCc2cccc3ccccc23)nnc1-c1ccco1,1%,1%,0%,?,-5%,-37
COc1ccc(Cl)cc1-n1c(=S)sc2c(=O)[nH]c(SCC(=O)NCCC(C)C)nc21,11%,2%,3%,-10%,3%,81
Cc1oc(-c2ccccc2F)nc1Cn1c(SCc2ccccc2F)nc2ccncc21,·,20%,·,-12%,·,7
Cc1cccc(Nc2nnc(SCC(=O)c3ccc(O)cc3O)s2)c1,-17%,-9%,3%,-22%,-20%,-8
CCCc1nc(SCC(=O)O)c2sc(=S)n(-c3ccccc3)c2n1,-3%,-3%,-3%,-22%,16%,-4
CCSc1nnc(-c2ccccc2N)c(=O)[nH]1,17%,-10%,13%,10%,-2%,97
Cc1cc(C)nc(SCc2ccc(F)cc2)n1,8%,2%,14%,-1%,1%,-24
CCCn1c(SCC(=O)c2cc(C)n(-c3ccc4c(c3)OCO4)c2C)n[nH]c1=O,?,-7%,-27%,-17%,-22%,-26
